Screening data (PubChem)
Xi reactivation: activators of X-chromosome reactivation in mouse fibroblasts; hit rate 0.055% among 360,000; XiGFP mouse fibroblasts, % GFP-positive cells imaging, 3 d; cells co-treated with 5-aza-dC sensitizer; scaled so ellipticine positive control = 100%; activation, % at 7.58 µM;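 active = mean normalized replicate activation at least 10% and every replicate at or above 10%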;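 also: 0% = median of on-plate neutral control wells and 100% = ellipticine 6 µM median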
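assay system = SV40-immortalized XiGFP fibroblast cells, line 68-5-11 | buffer or medium = DMEM plus 5-aza-dC sensitizer | doses = single-point pinned compound dosing | times = 3-day compound exposure, then 15 min fixation at room temperature | benchmarks = positive control ellipticine, 6 µM final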
RAD54 branch: inhibitors of human RAD54 branch migration. Q92698. RAD54 Holliday junction branch migration, FAM/BHQ fluorescence. inhibition, % at 10.4 µM. hit rate 0.14% among 360,000;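 active = mean normalized replicate activity at least 40 and at least half of replicates scoring 40 or more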;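 also: 0% = median of neutral control wells and 100% = median of positive control wells; inhibitors cause a drop in the FAM fluorescence signal; in these data hits start at about 50%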
Target sequence (Q92698 whole entry, looked up): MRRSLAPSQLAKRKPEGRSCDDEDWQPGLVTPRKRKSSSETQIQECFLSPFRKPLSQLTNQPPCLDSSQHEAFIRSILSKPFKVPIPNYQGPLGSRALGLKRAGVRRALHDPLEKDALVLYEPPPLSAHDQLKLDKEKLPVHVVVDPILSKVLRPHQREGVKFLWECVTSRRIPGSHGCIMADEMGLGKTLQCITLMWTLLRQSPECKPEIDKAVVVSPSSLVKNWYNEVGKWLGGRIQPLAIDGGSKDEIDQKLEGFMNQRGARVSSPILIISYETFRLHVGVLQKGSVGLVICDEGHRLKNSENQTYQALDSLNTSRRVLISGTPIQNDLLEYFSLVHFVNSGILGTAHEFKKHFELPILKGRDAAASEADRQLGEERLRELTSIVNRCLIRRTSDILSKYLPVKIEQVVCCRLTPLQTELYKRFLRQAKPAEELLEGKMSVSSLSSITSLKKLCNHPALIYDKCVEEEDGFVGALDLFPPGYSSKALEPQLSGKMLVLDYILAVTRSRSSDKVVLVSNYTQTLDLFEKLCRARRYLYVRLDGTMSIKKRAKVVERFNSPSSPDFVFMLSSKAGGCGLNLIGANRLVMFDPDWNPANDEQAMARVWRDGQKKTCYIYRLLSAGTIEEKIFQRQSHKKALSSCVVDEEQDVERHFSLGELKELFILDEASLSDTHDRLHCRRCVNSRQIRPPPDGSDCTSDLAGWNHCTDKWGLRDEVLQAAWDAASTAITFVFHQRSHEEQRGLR
FN deposit inh: fibronectin deposition inhibition | AH1F fibroblasts, Alexa488-fibronectin deposition fluorescence, overnight | inhibition, % at 12.6 µM | hit rate 0.086% among 350,000 | AID 743247;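 active = mean inhibition across replicates of 30% or more, regardless of how many single replicates reach that level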;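 also: positive control wells lacked labelled fibronectin entirely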
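Material: AH1F fibroblast monolayer depositing Alexa488-labelled fibronectin into matrix / Amount: 10000 AH1F cells per well / Signal: fluorescence 485/525 nm / Medium: DMEM, 2% serum / Compound: single dose, pinned / Incubation: 1 h cell adhesion before compound, then overnight fibronectin incubation / Reagent: Alexa488-FN, 24 nM final / Read-out: inhibition of fibronectin deposition signal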
Starred values were filed as active, the others as inactive. Some of the compounds tested; rates above refer to the full screens.

A first look, 2 compounds:
entry	canonical_smiles	Xi reactivation	RAD54 branch	FN deposit inh
1	Cc1ccccc1CNC1CCCCC1	0.1	4	-1
2	CCc1ccc(C(=O)/C=C2\Sc3ccccc3NC2=O)cc1	0.0	-4	-1

The whole of this part, from the first entry:
entry	canonical_smiles	Xi reactivation	RAD54 branch	FN deposit inh
1	Cc1ccccc1CNC1CCCCC1	0.1	4	-1
2	CCc1ccc(C(=O)/C=C2\Sc3ccccc3NC2=O)cc1	0.0	-4	-1
3	O=C1NC(c2ccc(Br)cc2)=N/C1=C/c1ccco1	0.0	3	3
4	FC(F)(F)c1cccc(NC(=S)NCC2COc3ccccc3O2)c1 (centres undefined)	1.6	10	9
5	Cc1ccc(-c2cc(C(F)(F)F)c(C#N)c(=O)[nH]2)cc1	0.3	-3	-6
6	COc1ccccc1NC(=O)C1=C(C)Nc2nc3ccccc3n2C1c1cccs1 (centres undefined)	1.4	-2	9
7	O=C(CSc1ccc(Cl)cc1)Nc1ccccc1Oc1ccccc1	0.1	5	2
8	O=C(NNC(=O)C1CC2CCC1C2)c1ccccc1 (centres undefined)	0.2	-18	-5
9	C/C(=C\c1ccccc1)C(=O)N1CCN(c2cccc(C(F)(F)F)c2)CC1	0.1	-5	1
10	CCOC(=O)c1ccc(N2CN(CC)CNC2=S)cc1	0.0	-4	5
11	CC(C)CNC(=O)c1cccc(NC(=O)Cc2ccc(Br)cc2)c1	0.1	10	3
12	C=C(c1ccc(OC)cc1)c1ccc(OC)cc1	0.0	-3	-7
13	CCOC(=O)c1oc2c(c1C)C(=O)CCC2	0.0	2	2
14	Cc1nc2nc(SCC(=O)c3cccc([N+](=O)[O-])c3)[nH]c2cc1Br	-0.1	-10	-3
15	CC(NC(=O)COc1ncnc2cc([N+](=O)[O-])ccc12)c1ccccc1 (centres undefined)	0.0	-12	-5
16	O=C1CC(c2cc([N+](=O)[O-])ccc2Cl)c2c(ccc3ccccc23)N1 (centres undefined)	0.0	7	5
17	c1ccc(CSc2ncnc3c2cnn3-c2ccccc2)cc1	0.5	2	1
18	COc1cccc(/C=N/NC(=O)CCCC(=O)Nc2ccc(Br)cc2)c1	0.0	5	-3
19	COc1ccc(NC(=O)CC2C(=O)OCC3CCCCN32)cc1Cl (centres undefined)	0.2	10	-5
20	COc1ccc(CCNC(=O)c2ccc(Cl)c(S(=O)(=O)N(C)c3ccccc3)c2)cc1	0.0	-17	-7
21	Cc1cc(C)c2nc(SCC(=O)NCCC3=CCCCC3)cc(C)c2c1	0.1	-4	6
22	COCCCNCCCOc1ccc(C)cc1Br	-0.2	-5	-5
23	COc1cc(OC)cc(C(=O)N[C@H](C(=O)OCc2cc(=O)oc3cc(C)ccc23)C(C)C)c1	0.0	1	-3
24	O=C(Nc1ccc(Cl)cc1C(=O)O)c1ccc2c(c1)C(=O)N(Cc1ccco1)C2=O	0.0	-1	1
25	O=S(=O)(Nc1nc2ccccc2nc1Nc1ccc2c(c1)OCO2)c1ccc(F)cc1	0.1	8	5
26	Cc1ccc(OCC(=O)NC(=S)Nc2cccc(NC(=O)c3ccccc3)c2)cc1	0.0	-6	12
27	O=C1CCC/C(=N/NC(=O)c2ccc(CN3c4cccc5cccc(c45)S3(=O)=O)cc2)C1	-0.2	6	-3
28	CCC1(C(=O)c2ccccc2)C(c2ccc([N+](=O)[O-])cc2)C1(C(=O)OC)C(=O)OC (centres undefined)	0.3	-3	2
29	Cc1ccc(C(C)C)c(OCc2ccc(C(=O)N/N=C/c3ccc(O)c(O)c3)cc2)c1	0.4	11	2
30	Cc1ccc(C)c(CS(=O)(=O)c2cn(CC(=O)N3CCCCC3)c3ccccc23)c1	0.0	1	-6

2 neighbouring compounds from above, for reference:
entry	canonical_smiles	Xi reactivation	RAD54 branch	FN deposit inh
28	CCC1(C(=O)c2ccccc2)C(c2ccc([N+](=O)[O-])cc2)C1(C(=O)OC)C(=O)OC (centres undefined)	0.3	-3	2
29	Cc1ccc(C(C)C)c(OCc2ccc(C(=O)N/N=C/c3ccc(O)c(O)c3)cc2)c1	0.4	11	2

Additional records:
entry	canonical_smiles	Xi reactivation	RAD54 branch	FN deposit inh
31	Cc1cc(C(=O)COC(=O)c2ccc(CO)cc2)c(C)n1CC1COc2ccccc2O1 (centres undefined)	0.0	-2	-2
32	CC(C)C(=O)Nc1ccc(C(=O)NNC(=O)c2cccs2)cc1	0.7	2	2
33	O=C(NN1CCOCC1)c1cc(-c2cccs2)nc2ccccc12	0.0	-7	-1
34	Cc1[nH]c2ccccc2c1C(=O)COC(=O)c1c(-c2ccccc2Cl)noc1C	0.3	7	4
35	COc1ccc(NC(=O)CSc2nnc(NC(=O)c3ccc(S(=O)(=O)N4CCOCC4)cc3)s2)cc1	0.0	-1	-5
36	Cc1cccc2sc(N(CCCN(C)C)C(=O)CCc3ccccc3)nc12	-0.1	22	-3
37	Cc1ccc(S(=O)(=O)NC(N)=NCCc2ccc(Cl)cc2)cc1C	-0.1	-3	1
38	CS(=O)(=O)N1CCN(c2ccc(Cl)cc2[N+](=O)[O-])CC1	0.3	0	2
39	O=C(COC(=O)C12CC3CC(CC(C3)C1)C2)Nc1ccc([N+](=O)[O-])cc1Cl	0.2	4	-1
40	Cc1ccoc1C(=O)NCCNc1ccc(Cl)cc1[N+](=O)[O-]	0.2	-3	-6

Looked up above.
`O=C(COC(=O)C12CC3CC(CC(C3)C1)C2)Nc1ccc([N+](=O)[O-])cc1Cl` @ Xi reactivation: 0.2
`Cc1cccc2sc(N(CCCN(C)C)C(=O)CCc3ccccc3)nc12` @ Xi reactivation: -0.1
`Cc1[nH]c2ccccc2c1C(=O)COC(=O)c1c(-c2ccccc2Cl)noc1C` @ Xi reactivation: 0.3
`CC(C)C(=O)Nc1ccc(C(=O)NNC(=O)c2cccs2)cc1` @ RAD54 branch: 2

The listing continues:
entry	canonical_smiles	Xi reactivation	RAD54 branch	FN deposit inh
41	CS(=O)(=O)Nc1ccc(C(=O)Nc2ccccc2Sc2ccccc2)cc1	0.7	-1	0
42	COc1ccc(NC(=O)CC2C(=O)N(C)C(=S)N2Cc2ccco2)cc1 (centres undefined)	0.0	3	-3
43	CCc1ccc(C(=O)NCc2ccc(Cl)cc2Cl)cc1	-0.1	1	4
44	CCC(Oc1cc(Cl)ccc1Cl)C(=O)NNC(=O)CCC(=O)O (centres undefined)	-0.1	-8	-4
45	COc1cc2c(cc1NC(=O)C(C)Sc1ccc(NC(C)=O)cc1)oc1ccccc12 (centres undefined)	0.3	6	4
46	COC(=O)c1ccc(C(=O)OC)c(NC(=S)N2CCN(c3ccc(F)cc3)CC2)c1	0.2	6	6
47	N/C(=N\OC(=O)CC1CCCCC1)c1ccc([N+](=O)[O-])cc1	0.0	5	6
48	N#Cc1ccc(Oc2ccc(-c3nc4ccccc4nc3-c3ccccc3)cc2)cc1C#N	0.1	3	6
49	Cc1cc(-c2n[nH]c(=S)n2Cc2ccco2)n(C)n1	0.2	-8	-18
50	O=C(Cn1cc(C(F)(F)F)cc(Cl)c1=O)NCCc1ccccc1	0.0	0	-4
51	Cc1ccc(-c2cc(-c3ccccc3)no2)c(O)c1	-0.1	-2	-6
52	CCN(CC)c1nc2c3c(nc4c(c3c1C#N)CC(=O)N4c1ccc(Cl)cc1)NC(C)=N2	0.0	7	4
53	O=C1C2CC=CCC2C(=O)N1c1ccc(NCCc2cccc(F)c2)c([N+](=O)[O-])c1 (centres undefined)	0.2	-2	-4
54	CCOC(=O)c1c(NC(=O)COc2cccc3c2CCN(CC)C3=O)sc2c1CCC2	0.2	4	4
55	Cc1ccc2c(c1)C1CN(C)CCC1N2C(=O)c1ccccc1NS(=O)(=O)c1ccc(F)cc1C (centres undefined)	0.4	-4	3
56	O=C(/C=C/Nc1ccc(F)cc1F)c1cccs1	0.1	-3	-6
57	Cc1cccc(-n2c(CNC(=O)c3ccc(S(=O)(=O)N(C)C)cc3)nnc2SCC(=O)Nc2ccc(F)cc2)c1	0.0	8	7
58	C=CCN=C(C)C1=C(O)C(C)OC1=O (centres undefined)	0.7	11	3
59	Cc1cc(C(=O)N/N=C2\CC(=O)CC(C)(C)C2)c(C)n1-c1ccc(F)cc1	-0.1	4	-7
60	Cc1ccc(/C=C2/NC(=O)N(Cc3ccc(Br)cc3)C2=O)o1	0.0	-8	-3
61	COc1cccc(NC(=O)C(Sc2nnc3ccccn23)c2ccccc2)c1 (centres undefined)	-0.1	6	4
62	COc1ccc(-c2nnc(SCC(=O)Nc3ncc(C(F)(F)F)cc3Cl)n2CC(C)C)cc1	0.2	0	2
63	COc1ccccc1CNC(=O)C1CCN(S(=O)(=O)c2ccc3c(c2)OCCCO3)CC1	0.0	-6	-5
64	Cc1nc2ccccn2c1C(=O)NNC(=S)Nc1ccc(Cl)cc1	0.0	6	-3
65	COc1ccc(C(=O)Oc2coc(CSc3nnc(NC(=O)c4cccs4)s3)cc2=O)cc1	0.0	0	-2
66	CC(=O)NCc1nnc2c3ccccc3c(-c3ccccc3)nn12	0.1	0	1
67	COc1ccc(C(CC(=O)c2ccccc2)C2CCCCC2=O)cc1 (centres undefined)	0.0	1	-3
68	CCS(=O)(=O)N1Cc2ccccc2CC1C(=O)Nc1nc2c(C)cccc2s1 (centres undefined)	0.0	5	-12
69	O=C(COC(=O)[C@H](Cc1ccccc1)NC(=O)c1cccs1)NC1CCCCC1	1.9	-9	-5
70	Cc1nn(-c2ccccc2)c(C)c1NC(=O)COc1ccc(Br)cc1Cl	0.0	-1	-13

Record cards (already shown). Order of values: Xi reactivation, RAD54 branch, FN deposit inh
Entry for COc1ccc(C(=O)Oc2coc(CSc3nnc(NC(=O)c4cccs4)s3)cc2=O)cc1 : 0.0, 0, -2
Entry for Cc1nn(-c2ccccc2)c(C)c1NC(=O)COc1ccc(Br)cc1Cl : 0.0, -1, -13

Continued.
entry	canonical_smiles	Xi reactivation	RAD54 branch	FN deposit inh
71	Clc1cnc(N/N=C/c2ccco2)c(Cl)c1	0.5	-2	-4
72	N=C(CC1CC(=O)NC(=O)C1)C1=C(O)CCCC1=O	0.9	13	-2
73	S=C(NCc1cccs1)Nc1ccccc1Cl	-0.2	1	-17
74	O=C(NC(NC(=O)c1ccccc1)c1cccc([N+](=O)[O-])c1)c1ccccc1	0.7	-13	2
75	CC(OC(=O)c1ccc(Cl)c(S(=O)(=O)N2CCc3ccccc32)c1)C(=O)Nc1ncc(Cl)cc1Cl (centres undefined)	0.1	-7	-3
76	COc1ccc(Br)cc1CN(C)CC(=O)Nc1cc(Cl)cc(Cl)c1	0.0	3	-5
77	COC(=O)/C(=C/c1ccc(F)cc1)NC(C)=O	0.0	8	-13
78	Cc1ccc(S(=O)(=O)N(CC(=O)N2CCc3ccccc3C2)c2ccc(Cl)c(Cl)c2)cc1	0.1	5	3
79	COC(=O)c1sc(N)c(C(=O)OC)c1COC(=O)CCNS(=O)(=O)c1ccc(C)cc1	0.0	7	26
80	O=C(CNc1ccccc1-c1ccccc1)NCc1ccccc1	-0.2	-2	-4
81	COC(=O)N/N=C/c1cn(CCCOc2ccccc2)c2ccccc12	-0.1	2	-18
82	CC(Sc1cccc[n+]1[O-])C(=O)Nc1cccc(S(=O)(=O)N2CCOCC2)c1 (centres undefined)	0.4	3	0
83	COc1ccc(Br)cc1CN(C)CC(=O)Nc1cc(Cl)ccc1Cl	0.7	-3	3
84	Cc1ccc(NCc2nnc(SCC(=O)N3c4ccccc4Sc4ccccc43)o2)c(C)c1	0.2	1	1
85	O=S(=O)(Nc1ccc(O)c(Sc2nc3ccccc3s2)c1)c1ccc(Cl)cc1	-0.1	-2	-3
86	CCN1CCCC1CN(Cc1cc2ccc(C)cc2[nH]c1=O)C(=S)Nc1cccc(OC)c1 (centres undefined)	0.0	-1	8
87	Cc1ccc2nc(-c3ccc(NS(=O)(=O)c4ccc(F)cc4)cc3)sc2c1	0.0	-8	-10
88	Cn1c(-c2c(N)n(-c3ccccc3)c3nc4ccccc4nc23)nc2ccccc21	0.8	-5	-10
89	CC(=O)c1cc(-c2ccccc2)n(CC(=O)Nc2cc(C)cc(C)c2)c1C	0.1	0	5
90	O=C(NNC(=O)c1ccc2c(c1)OCO2)NC12CC3CC(CC(C3)C1)C2	0.1	1	5
91	Cc1ccc(S(=O)(=O)N2C(=O)C(C)SC2=Nc2ccccc2)cc1 (centres undefined)	0.0	-2	-10
92	COc1ccc(-c2cc(C(=O)O)c3sc(N4CCCCC4)nc3n2)cc1OC	0.0	-1	-5
93	Cn1cccc1/C=C1\SC(=O)N(c2ccccc2)C1=O	0.0	-5	-6
94	COc1ccc(-c2nnc3ccc(SCC(=O)Nc4nc5ccccc5s4)nn23)cc1OC	0.0	1	6
95	Cc1cc(C)n(CC2CC(=O)N(c3cc(Cl)cc(Cl)c3)C2=O)n1 (centres undefined)	0.3	-4	-1
96	O=C(NC(=Nc1nc2ccccc2o1)NC(=O)c1ccccc1)c1ccccc1	0.0	-1	-13
97	CCn1c(C(C)NC(=O)c2ccc(C)cc2)n[nH]c1=S (centres undefined)	0.0	-2	6
